RXFP1 antagonist: blocks the human relaxin receptor RXFP1 | HEK293-RXFP1, relaxin-stimulated cAMP HTRF, 30 min; active compounds read low | activity change, negative = inhibition, % at 57.5 µM | hit rate 0.59% among 350,000 | AID 1259400;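 active = activity change of -60% or lower, but not beyond a set lower limit; inconclusive = change between -60% and -40%, or beyond the set limit; inactive = change above -40%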
Target sequence (Q9HBX9 whole entry, looked up): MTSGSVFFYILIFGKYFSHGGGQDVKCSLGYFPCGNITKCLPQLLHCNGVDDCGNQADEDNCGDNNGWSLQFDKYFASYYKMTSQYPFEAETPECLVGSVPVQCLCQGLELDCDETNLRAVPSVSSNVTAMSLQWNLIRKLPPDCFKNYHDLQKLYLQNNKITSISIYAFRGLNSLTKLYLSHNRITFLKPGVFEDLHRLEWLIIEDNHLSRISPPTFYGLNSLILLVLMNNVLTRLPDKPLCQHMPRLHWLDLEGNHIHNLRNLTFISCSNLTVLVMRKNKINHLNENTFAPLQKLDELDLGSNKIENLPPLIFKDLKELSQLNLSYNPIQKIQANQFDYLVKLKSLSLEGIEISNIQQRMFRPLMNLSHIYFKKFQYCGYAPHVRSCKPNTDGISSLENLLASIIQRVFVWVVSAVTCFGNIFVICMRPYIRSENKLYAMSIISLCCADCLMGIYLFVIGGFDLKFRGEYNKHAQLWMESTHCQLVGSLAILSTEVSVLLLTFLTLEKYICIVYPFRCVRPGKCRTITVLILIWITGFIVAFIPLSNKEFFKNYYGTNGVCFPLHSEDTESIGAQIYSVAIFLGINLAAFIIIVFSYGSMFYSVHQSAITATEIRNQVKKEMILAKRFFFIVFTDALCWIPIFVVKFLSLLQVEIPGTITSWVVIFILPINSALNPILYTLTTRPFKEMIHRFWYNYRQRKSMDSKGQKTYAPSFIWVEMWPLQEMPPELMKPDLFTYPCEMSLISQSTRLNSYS
Starred values were filed as active, the others as inactive. % is set by controls: 0 for no effect and ±100 for the full control effect. These rows are one share of the data; the hit share may differ from the screen's.

Screening CC(C)c1c(C(=O)Nc2ccccc2)c(-c2ccccc2)c(-c2ccc(F)cc2)n1CC[C@@H](O)C[C@@H](O)CC(=O)O returned RXFP1 antagonist 5.
Screening CC1CCN(C(=O)c2ccc3c(c2)C(=O)c2ccccc2-3)CC1 returned RXFP1 antagonist -2.
COc1ccc(CCNCCC(c2ccccc2)c2ccccc2)cc1OC was read as RXFP1 antagonist -4.
For CCC1NC(=O)c2cccnc2-n2c1nc1cc(OC)c(OC)cc1c2=O (centres undefined) the results were RXFP1 antagonist -1.
`CCC(=O)Nc1ccc(S(=O)(=O)NC[C@H]2O[C@@H](n3cc(C)c(=O)[nH]c3=O)C[C@@H]2O)cc1` gave RXFP1 antagonist 22.
Cc1cc(NC(=O)CCn2c(=O)sc3ccccc32)no1 was read as RXFP1 antagonist 6.
Screening COC(=O)[C@H]1[C@H](c2ccccc2)[C@H](C(=O)OC)O[C@H]1c1ccccc1 returned RXFP1 antagonist -8.
Screening O=C(CNC(=O)OCc1ccccc1)NCC(=O)Oc1ccc([N+](=O)[O-])cc1 returned RXFP1 antagonist 5.
COCCn1c(=S)[nH]c2cc(C(=O)NCc3ccc(F)cc3)ccc2c1=O was read as RXFP1 antagonist -19.
`COc1ccccc1OCC(=O)Nc1cc(S(=O)(=O)N2CCOCC2)ccc1N1CCCCC1` gave RXFP1 antagonist -1.
Screening O=C(CNC(=O)c1cc(=O)[nH]c2ccc(S(=O)(=O)N3CCOCC3)cc12)Nc1ccc(F)c(F)c1 returned RXFP1 antagonist -5.
Screening COc1nc(N)nc2c1ncn2[C@@H]1O[C@H](CO)[C@@H](O)[C@@H]1O returned RXFP1 antagonist 17.
For COc1cc2c(cc1NC(=O)c1ccccc1-c1ccccc1C(=O)O)-c1ccccc1C2 the results were RXFP1 antagonist -15.
For Cc1ccc2c(c1)N(CCC(=O)NCc1ccc3c(c1)OCO3)C(=O)CO2 the results were RXFP1 antagonist -21.
`Cc1ccc(S(=O)(=O)N2CC[C@@H]2C(=O)O)cc1` gave RXFP1 antagonist -10.
O=C(NCCNCc1cccc(Cl)c1)c1ccco1 was read as RXFP1 antagonist -14.
C[C@@H]1CCCCO[C@H](CN(C)S(=O)(=O)c2cccs2)[C@H](C)CN([C@@H](C)CO)C(=O)c2cc(NC(=O)NC3CCCCC3)ccc2O1 was read as RXFP1 antagonist 12.
O=C(COc1ccc(F)cc1)NCCNC(=O)COc1ccc(F)cc1 was read as RXFP1 antagonist 1.
For Cc1ccc(Sc2ncccc2N)cc1 the results were RXFP1 antagonist 3.
Cc1cccc(-n2c(-c3ccc(Br)o3)n[nH]c2=S)c1 was read as RXFP1 antagonist -33.

3 records picked at random from those above, as already listed:
For Cc1ccc2c(c1)N(CCC(=O)NCc1ccc3c(c1)OCO3)C(=O)CO2 the results were RXFP1 antagonist -21.
Screening O=C(CNC(=O)OCc1ccccc1)NCC(=O)Oc1ccc([N+](=O)[O-])cc1 returned RXFP1 antagonist 5.
COc1ccc(CCNCCC(c2ccccc2)c2ccccc2)cc1OC was read as RXFP1 antagonist -4.

The listing picks up, repeating the five entries before the break.
O=C(NCCNCc1cccc(Cl)c1)c1ccco1 was read as RXFP1 antagonist -14.
C[C@@H]1CCCCO[C@H](CN(C)S(=O)(=O)c2cccs2)[C@H](C)CN([C@@H](C)CO)C(=O)c2cc(NC(=O)NC3CCCCC3)ccc2O1 was read as RXFP1 antagonist 12.
O=C(COc1ccc(F)cc1)NCCNC(=O)COc1ccc(F)cc1 was read as RXFP1 antagonist 1.
For Cc1ccc(Sc2ncccc2N)cc1 the results were RXFP1 antagonist 3.
Cc1cccc(-n2c(-c3ccc(Br)o3)n[nH]c2=S)c1 was read as RXFP1 antagonist -33.
Screening O=C(CN1C(=O)NC2(CCCC2)C1=O)NCCc1ccccc1 returned RXFP1 antagonist 0.
`Cc1ccc(S(=O)(=O)Nc2cncnc2NS(=O)(=O)c2ccc(C)cc2)cc1` gave RXFP1 antagonist 8.
COc1ccccc1N(C)S(=O)(=O)c1ccc(Cl)c(C(=O)Nc2ccccc2N2CCOCC2)c1 was read as RXFP1 antagonist 10.
`COc1ccc(OC)c(C=NNC(=O)c2ccc(NS(=O)(=O)c3cccs3)cc2)c1` gave RXFP1 antagonist -20.
`COC(=O)C(C)Oc1ccc(Cl)c(CN2OCC(C)(C)C2=O)c1` (centres undefined) gave RXFP1 antagonist 1.
O=C(Cc1ccc(Cl)cc1)Nc1cc(Cl)ccn1 was read as RXFP1 antagonist -9.
For CC1CCC(NC(=O)c2cccc(S(=O)(=O)N3CCOCC3)c2)CC1 (centres undefined) the results were RXFP1 antagonist 8.
Screening O=C(CSc1ccccc1F)NNC(=O)c1cncc(Br)c1 returned RXFP1 antagonist 4.
Screening COc1ccccc1N1CCN(S(=O)(=O)CCNC(=O)CC2CCCC2)CC1 returned RXFP1 antagonist 3.
For CC(C)C(NC(=O)c1ccc(Cl)c([N+](=O)[O-])c1)C(=O)NCc1ccccn1 (centres undefined) the results were RXFP1 antagonist 2.
`C[C@@H]1Cn2cnc(C(=O)Nc3ccc(CNC(=O)OC(C)(C)C)cc3)c2C(=O)N1` gave RXFP1 antagonist 6.
CCOc1ccc(CCNC(=O)COC(=O)c2ccc[nH]c2=O)cc1OCC was read as RXFP1 antagonist 9.
Screening Cc1nc(N)[nH]c(=O)c1CCCNc1ccc(CCC2(CCl)OCCO2)cc1 returned RXFP1 antagonist -16.
CCN(CC(=O)Nc1ccccc1C(F)(F)F)C(=O)c1ccc(NC(=O)c2cccs2)cc1 was read as RXFP1 antagonist -8.
`C/C=C/n1ccnc1CC(O)(c1ccccc1)c1ccc(C)cc1` (centres undefined) gave RXFP1 antagonist -12.
O=C(CSc1ccc([N+](=O)[O-])cc1)Nc1nnc(C2CC2)s1 was read as RXFP1 antagonist -5.
`Cn1cnc2c(cnn2C)c1=O` gave RXFP1 antagonist 3.
For Cc1ccc(C(=O)NCC(=O)N2CCN(c3cccc(Cl)c3)CC2)s1 the results were RXFP1 antagonist -27.
`COc1ccc(-c2ccc(OC)c(OC)c2OC)c(OC)c1OC` gave RXFP1 antagonist -8.
Screening Cc1ccc(Sc2ccc(S(=O)(=O)Nc3ccc(C(=O)O)cc3)cc2)cc1C returned RXFP1 antagonist -25.
Screening CCOc1ccc(CN(C)Cc2cc(=O)oc3c(C)c(C)ccc23)cc1OC returned RXFP1 antagonist -14.
COc1ccc(S(=O)(=O)N2CCCCCC2)cc1NC(=O)CCNC(=O)c1ccccc1Cl was read as RXFP1 antagonist -7.
For CNC(=O)OCN1C(=O)C2CC=CCC2C1=O (centres undefined) the results were RXFP1 antagonist 4.
`CC(Sc1ccc(S(=O)(=O)N2CCN(C)CC2)cn1)C(=O)Nc1cccc(Cl)c1Cl` (centres undefined) gave RXFP1 antagonist 4.
Screening CCOC(=O)Nc1nc2ccc(Cn3cccc3)cc2[nH]1 returned RXFP1 antagonist -5.
For COCC(=O)Nc1ccc2c(c1)[C@@H]1C[C@H](CC(=O)OC)O[C@@H](CO)[C@@H]1O2 the results were RXFP1 antagonist 2.
For Cc1cccc(NC(=O)CN(C)C(=O)Cc2ccc(-c3ccccc3)cc2)c1C the results were RXFP1 antagonist -1.
For COc1ccccc1-n1c(SCC(=O)Nc2ccc(Cl)cc2)nc(O)c(Cc2ccccc2)c1=O the results were RXFP1 antagonist -10.
O=C(O)CSc1nnc(-c2cccc(S(=O)(=O)N3CCOCC3)c2)n1-c1ccc(F)cc1 was read as RXFP1 antagonist 0.
For O=S(=O)(c1cccc(C(F)(F)F)c1)N1CCN(CC(O)COCc2ccccc2)CC1 (centres undefined) the results were RXFP1 antagonist 0.
For N#CCCN(Cc1ccccc1)C(=O)CCC(=O)c1ccc(F)cc1 the results were RXFP1 antagonist -2.
`N#Cc1cc(NC(=O)C(=O)O)c(Cl)c(NC(=O)C(=O)O)c1` gave RXFP1 antagonist 9.
For CCN(C(=O)COc1ccc(C)cc1OC)c1cccc2ccccc12 the results were RXFP1 antagonist 2.
Cc1noc(C)c1S(=O)(=O)N(C)C[C@H]1OCc2cn(nn2)CCCC(=O)N([C@H](C)CO)C[C@@H]1C was read as RXFP1 antagonist -5.
`COc1ccc2cc(/C(C)=N/NC(=O)c3cc(C)oc3C)ccc2c1` gave RXFP1 antagonist 3.
`CSc1ccc2nnc(-c3cccc(F)c3)n2n1` gave RXFP1 antagonist 20.
`CC#CCN(Cc1ccco1)C(=O)C1CCC(=O)N(CCc2cccc(F)c2)C1` (centres undefined) gave RXFP1 antagonist 4.
For CSc1ccccc1OCc1cc(C(=O)N2CCN(C)C(c3ccccc3)C2)no1 (centres undefined) the results were RXFP1 antagonist -10.
`O=C1Nc2ccccc2Cc2ccccc21` gave RXFP1 antagonist -3.
Screening CSc1ncccc1C(=O)Nc1cccc(S(=O)(=O)N2CCOCC2)c1 returned RXFP1 antagonist -5.

Filtered by structure, those above with a nitro group on carbon
Screening O=C(CNC(=O)OCc1ccccc1)NCC(=O)Oc1ccc([N+](=O)[O-])cc1 returned RXFP1 antagonist 5.
For CC(C)C(NC(=O)c1ccc(Cl)c([N+](=O)[O-])c1)C(=O)NCc1ccccn1 (centres undefined) the results were RXFP1 antagonist 2.
O=C(CSc1ccc([N+](=O)[O-])cc1)Nc1nnc(C2CC2)s1 was read as RXFP1 antagonist -5.

(continued)
Screening CC1=C(C(=O)N2CCOCC2)CC(CC(=O)NCC2CCCCC2)C(=O)N1CCCN1CCCC1=O (centres undefined) returned RXFP1 antagonist -9.
For Cc1ccc(CNC(=O)c2cc3ccccc3oc2=O)cc1 the results were RXFP1 antagonist 2.
For CCn1cc(C(=O)Nc2ccc(C)cc2[N+](=O)[O-])c(C)n1 the results were RXFP1 antagonist -3.
`O=C(CCc1nnc(Cc2c[nH]c3ccccc23)o1)NCCC1CCCCO1` (centres undefined) gave RXFP1 antagonist 3.
`O=C(Nc1ccc(C(=O)N2CCOCC2)cc1)c1ccccc1Cl` gave RXFP1 antagonist 3.
Screening N#CC(=Cc1ccnc2ccccc12)c1ccccc1 returned RXFP1 antagonist 10.
CSc1ccc(C2=C/C(=C3/SC(=S)NC3=O)c3ccccc3O2)cc1 was read as RXFP1 antagonist -7.
For O=C(CNC(=O)c1ccccc1F)OC1CCOC1=O (centres undefined) the results were RXFP1 antagonist -8.
`CCCCCCn1c(=O)n2n(c1=O)[C@@H]1CN(S(=O)(=O)c3ccc(C)cc3)C[C@]1(O)[C@@H](OC(=O)NC1CC1)C2` gave RXFP1 antagonist -8.
CC1=C(C(=O)N(C)C)CC(CC(=O)NCc2cccc3ccccc23)C(=O)N1CCC1=CCCCC1 (centres undefined) was read as RXFP1 antagonist 9.
`Cc1ccccc1C(=O)NC(=S)N(Cc1ccccc1)c1ccccn1` gave RXFP1 antagonist -5.
`CC(NC(=O)Oc1cccc2ccccc12)c1ccccc1` (centres undefined) gave RXFP1 antagonist 17.
Screening O=C(Nc1ccc(Cl)cc1)P(=O)(O)c1ccccc1 returned RXFP1 antagonist -15.
CCC(=O)C(Cc1ccccc1)(Cc1ccccc1)CC(C)N(C)C (centres undefined) was read as RXFP1 antagonist -11.
`O=C(c1cc(-c2ccncc2)nc2ccccc12)N1CCN(c2ncccn2)CC1` gave RXFP1 antagonist -11.
CC(Sc1nnc2ccccn12)C(=O)Nc1ccc(N2CCOCC2)cc1 (centres undefined) was read as RXFP1 antagonist -3.
`Cc1cc(Br)ccc1NC(=O)CN(C)C(=O)C1=COCCO1` gave RXFP1 antagonist -5.
For COc1cc2c3c(c1OC)-c1cc4c(cc1CC3(C#N)N(C(=O)c1ccccc1)CC2)OCO4 (centres undefined) the results were RXFP1 antagonist -8.
C[C@H](CO)N1C[C@H](C)[C@@H](CN(C)Cc2ccc3c(c2)OCCN3C)OCc2cnnn2CCCC1=O was read as RXFP1 antagonist 3.
For COc1ccc(CCNC(=O)CCCn2c(=S)[nH]c3cc4c(cc3c2=O)OCO4)cc1OC the results were RXFP1 antagonist inconclusive.
`CC1=C(C(=O)N(C)C)CC(CC(=O)NCCN2CCOCC2)C(=O)N1Cc1ccc(F)cc1` (centres undefined) gave RXFP1 antagonist -1.
`CC(=O)c1c(C)[nH]c(C(=O)Nc2cccc(S(=O)(=O)N3CCCC3)c2)c1C` gave RXFP1 antagonist -7.
Cc1ccccc1C(=O)Nc1ccc(S(=O)(=O)NCC2CCCO2)cc1 (centres undefined) was read as RXFP1 antagonist 3.
C[C@@H]1CN([C@@H](C)CO)C(=O)CCCn2cc(nn2)CO[C@H]1CN(C)S(=O)(=O)c1ccccc1 was read as RXFP1 antagonist -8.
`CCSC(=O)N1c2ccc(OC)cc2C=CC1C#N` (centres undefined) gave RXFP1 antagonist 1.
O=C1c2nccnc2C(=O)N1Cc1ccccc1 was read as RXFP1 antagonist -5.
Screening CCCCCCCC(=O)[O-].CCCCCCCC(=O)[O-].[Zn+2] returned RXFP1 antagonist -19.
Screening CCCCC(=O)NC(c1ccc(OC)cc1)c1ccc2cccnc2c1O (centres undefined) returned RXFP1 antagonist 1.
`Cc1ccsc1C(=O)OCc1nnc(-c2ccccc2)o1` gave RXFP1 antagonist -14.
`O=C(O)C1=C(C2CCCCC2)C(=O)c2ccccc21` gave RXFP1 antagonist -2.
Screening CCN1C(=O)C(C)C=C(C)C=C1C (centres undefined) returned RXFP1 antagonist -2.
For COc1ccc(C(=O)NCC(=O)OCC(=O)NC23CC4CC(CC(C4)C2)C3)cc1 the results were RXFP1 antagonist 3.
For CCOc1nc(-c2ccccc2)ccc1-c1noc(-c2cccnc2)n1 the results were RXFP1 antagonist -4.
Screening C1=C\CCC2(OCCO2)C2(CC/1)OCCO2 returned RXFP1 antagonist 1.
Screening Cn1c(N)c(NC(=S)NC2CCCCC2)c(=O)n(C)c1=O returned RXFP1 antagonist 2.
For CCN1CCN(c2sc(S(=O)(=O)CC)nc2S(=O)(=O)c2ccc(Cl)cc2)CC1 the results were RXFP1 antagonist 7.
`Cc1nnc(SCC(=O)NCCC2=CCCCC2)[nH]c1=O` gave RXFP1 antagonist -6.

Screening data deposited in PubChem BioAssay by National Center for Advancing Translational Sciences (NCATS).
